APP 5UTR inh = APP translation inhibition | SH-SY5Y APP 5'UTR-luciferase reporter, luminescence | inhibition, % at 2 µM | 0.82% of 190,000 active | AID 1285;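 active = inhibition above a set limit, derived from the sample mean plus 3 SD, cut at about 45% in these data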; also: values of inactives mirror those of a sister screen read the other way
APP 5'UTR act = APP 5'UTR luciferase reporter activation | activation, % at 2 µM | 1% of 190,000 active | SH-SY5Y APP 5'UTR luciferase reporter, luminescence; zero percent = DMSO vehicle wells | AID 1276;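 active = activation above a set limit, based on mean plus 3 SD of controls, cut at about 140% in these data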; also: values of inactives mirror those of a sister screen read the other way
FLuc inh counter = Photinus pyralis luciferase inhibition counter-screen. P08659. ATPLite firefly luciferase biochemical luminescence, 10 min. inhibition, % at 10 µM. 1.5% of 200,000 active;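 active = inhibition above about 50% when tested at 10 µM, limit read from the data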
Target sequence (P08659 whole entry, looked up): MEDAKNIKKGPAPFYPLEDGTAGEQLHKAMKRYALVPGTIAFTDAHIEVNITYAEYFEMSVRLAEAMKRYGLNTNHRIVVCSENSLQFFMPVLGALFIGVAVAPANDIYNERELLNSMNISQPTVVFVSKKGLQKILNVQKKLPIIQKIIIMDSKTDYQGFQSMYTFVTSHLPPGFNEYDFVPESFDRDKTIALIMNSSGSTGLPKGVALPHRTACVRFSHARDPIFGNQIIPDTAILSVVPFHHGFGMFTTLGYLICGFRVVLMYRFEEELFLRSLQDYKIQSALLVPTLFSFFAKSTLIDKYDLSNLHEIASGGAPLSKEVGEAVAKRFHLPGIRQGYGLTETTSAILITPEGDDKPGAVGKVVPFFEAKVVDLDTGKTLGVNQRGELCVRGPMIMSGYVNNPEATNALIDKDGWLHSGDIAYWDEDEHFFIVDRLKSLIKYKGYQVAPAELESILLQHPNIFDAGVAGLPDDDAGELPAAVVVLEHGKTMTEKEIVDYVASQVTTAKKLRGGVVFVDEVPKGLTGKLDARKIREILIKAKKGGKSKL
RAM inhibit = inhibitors of the yeast RAM network; S. cerevisiae dse1pr::URA3 reporter, 5-FOA growth OD615, 2 d; analog-sensitive cbk1-as2 kinase mutant strain; inhibition, % at 50 µM; 1.8% of 190,000 active;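 active = inhibition above a set limit, 3 SD over mean compound inhibition, cut at about 8.4% in these data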;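 also: 0% = DMSO-only wells with no growth and 100% = 10 µM 1-NA-PP1 full growth; inhibition rescues growth on 5-FOA so higher OD means more RAM inhibition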
STAT1 act = STAT1 signaling activation. NIH 3T3 STAT1-luciferase reporter, IFN-gamma, luminescence; 100% = IFN-gamma alone, no compound. activation (% of control), % at 5.5 µM. 2.6% of 200,000 active. AID 932;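 active = activation above the screen-wide mean activation plus 3 SD, cut at about 130% in these data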;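 also: raw ratio to IFN-gamma control signal so 100% means no change and 0% no light; values of inactives mirror those of a sister screen read the other way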
STAT3 blocker = inhibitors of IL-6 induced STAT3 signaling; U3A cells, IL-6 STAT3-luciferase reporter, luminescence; host cell line lacks STAT1; inhibition, % at 5.5 µM; 0.89% of 190,000 active; AID 862;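 active = inhibition above the mean inhibition across all screened compounds plus 3 SD, cut at about 44% in these data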;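 also: 0% = DMSO only wells and 100% = 100 µM nifuroxazide control wells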
STAT1 blocker = reduces IFN-gamma driven STAT1 reporter signal; 0.35% of 200,000 active; AID 920; inhibition, % at 5.5 µM; NIH 3T3 STAT1-luciferase reporter, luminescence;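 active = inhibition above a set limit, the mean inhibition across all tested compounds plus 3 SD, cut at about 34% in these data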;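 also: 0% = IFN-gamma with DMSO and 100% = IFN-gamma with 300 µM nifuroxazide; values of inactives mirror those of a sister screen read the other way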
STAT3 activator = activators of IL-6 induced STAT3 signaling; U3A cells, IL-6 STAT3-luciferase reporter, luminescence; 100% = signal with IL-6 EC80 alone; activation (% of control), % at 5.6 µM; 0.91% of 190,000 active; AID 871;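 active = activation above the screen-wide mean of compound activation plus 3 SD, cut at about 130% in these data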;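 also: 0% = background luminescence of wells with medium and substrate only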
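Assay system – human STAT1-deficient U3A cells with stable STAT3-luciferase reporter · Also added – IL-6 (33 ng/mL) · Schedule – compound 1 h, then IL-6 6 h at 37 °C · Technique – reporter luminescence signal · Evaluation – % activation versus median of IL-6-stimulated wells · Benchmarks – IL-6-only wells as 100% reference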
NF-kB expr up = NF-kB expression increase, human neuronal cells. fold change at 12.5 µM. NF-kB reporter expression; hits give high values. AID 1239. 1.6% of 190,000 active; in the data active = fold change above about 3.3
Hsp70 act = Hsp70 transcriptional activation, primary screen | activation, % at 10 µM | AID 1203 | 0.04% of 200,000 active | HeLa Hsp70 promoter luciferase reporter, luminescence; scaled: vehicle 0, proteasome-inhibitor control 100%;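 active = activation above the mean across all tested compounds plus 3 SD, cutoff set per campaign, cut at about 5.5% in these data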;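 also: 100% = MG132 at 30 µM as the positive control and 0% = DMSO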
Numbers without * were called inactive; nt = no result given.

SMILES	APP 5UTR inh	APP 5'UTR act	FLuc inh counter	RAM inhibit	STAT1 act	STAT3 blocker	STAT1 blocker	STAT3 activator	NF-kB expr up	Hsp70 act
COc1ccc(CCn2c(N)c(C(=O)NCc3ccco3)c3nc4ccccc4nc32)cc1	-6	6	-9	3.8	105	9	-6	96	0.7	-0.5
CCc1ccc(/C=C2/C(=O)N(C)C(=S)N2CC(=O)OC)s1	13	-13	-6	6.2	84	14	16	93	1.2	-0.2
COc1cc(/C=C(\C#N)c2nc3ccccc3[nH]2)ccc1OC(=O)c1ccco1	-66	66	35	4.2	115	5	-17	96	1.1	-0.2
COc1ccc(C(C)=O)cc1CSCCC#N	11	-11	-8	0.0	100	-3	0	105	1	-0.2
COC(=O)CCN(C(=O)c1cc([N+](=O)[O-])cc([N+](=O)[O-])c1)c1ccccn1	6	-6	-8	0.5	100	6	-1	96	1.1	-0.4
CSc1nnc2c(n1)OC(c1cn(C)c3ccccc13)N(C(C)=O)c1ccccc1-2 (stereo unspecified)	0	0	-8	2.4	106	5	-7	96	1.1	-0.3
Cc1ccc(-c2csc(NC(=O)c3cccs3)n2)cc1	-76	76	9	3.1	123	13	-25	94	2	-0.3
Cc1nc2ccccc2c2oc(C(=O)N3CCc4ccccc4C3)cc12	1	-1	-10	0.6	86	29	16	83	0.45	-0.2
COC(C(=O)Nc1cccc([N+](=O)[O-])c1)c1ccccc1 (stereo unspecified)	-10	10	-1	0.8	93	6	7	100	1.2	0.3
CC(=O)OCc1nc2sc3c(c2c(=O)[nH]1)CCCC3	-6	6	-1	-1.0	83	15	16	90	1.4	-0.1
COc1ccc(COCCN2CCN(S(=O)(=O)c3ccc(C)cc3)CCC2=O)cc1	-6	6	-3	-0.7	105	-14	-6	110	1	-0.1
COc1cccc(Nc2nc(CN3CCOCC3)nc3sc4c(c23)CCCC4)c1	14	-14	-1	0.0	89	30	13	76	0.56	-0.6
c1c2c(cc3sc(N4CCOCC4)nc13)OCCO2	-81	81	84*	1.7	53	89*	51*	23	1	-0.2
O=C(CN1CCN(c2ccc(F)cc2)CC1)N1CCC(Cc2ccccc2)CC1	2	-2	-9	0.7	96	8	5	98	0.99	-0.2
O=C(NC(=S)Nn1cnnc1)c1ccccc1Cl	-1	1	-8	-0.2	116	-4	-19	105	1.2	-0.3
O=C(O)/C(=C/c1ccco1)c1ccccc1	-10	10	-2	0.1	100	10	0	99	1.6	0.2
CCSc1ccccc1C(=O)NCc1cccnc1	-2	2	-4	0.7	105	8	-7	98	1.2	-0.1
Cc1ccc(-n2c(SCC(=O)NNC(=S)Nc3ccccc3)nc3ccccc3c2=O)cc1	-3	3	-1	1.8	107	-1	-8	103	0.89	-0.1
COc1ccc(/C=N/Nc2nc(Nc3ccccc3)nc(N3CCCC3)n2)cc1[N+](=O)[O-]	19	-19	-1	2.5	102	22	-3	85	0.54	-0.1
Cc1sc(NC(=O)CSc2nc(N)n(CC(=O)c3ccccc3)n2)c(C#N)c1C	2	-1	-8	1.1	97	5	3	99	1	-0.1
Cc1cc(=O)oc2cc(OC(C)C(=O)N3CCOCC3)ccc12 (stereo unspecified)	8	-8	5	1.8	100	0	0	100	0.9	-0.3
CN(C)S(=O)(=O)c1cc(NC(=O)COC(=O)Cc2cccc3ccccc23)ccc1Cl	-1	1	0	8.7*	100	6	0	99	0.88	-0.4
O=C(O)C(Cc1c[nH]c2ccccc12)N1CCS(=O)(=O)CC1 (stereo unspecified)	-14	14	-7	0.2	85	-9	14	118	1	-0.3
O=c1c2cn[nH]c2nc(SCc2c(F)cccc2F)n1-c1ccc(Cl)cc1	6	-6	-5	3.1	95	1	6	99	1.2	-0.4
CCOC(=O)c1c(NCc2ccccc2)n[nH]c1C	14	-14	-2	-0.1	98	-23	2	119	1.3	-0.2
Cc1ccc2nc(-c3cccnc3)c(Nc3ccccc3C)n2c1	-1	1	-4	0.8	97	9	2	94	1.1	0.0
O=C(O)c1cccc(S(=O)(=O)N2CCOCC2)c1	-8	8	-8	1.9	95	5	6	100	1.2	-0.3
CC(C)c1nc(-c2ccccc2)c(-c2ccccc2)[nH]1	-19	19	-4	1.4	94	8	6	96	0.78	-0.1
CCc1ccc(N/C(SCc2cccc(F)c2)=C(/C#N)C(=O)NCc2ccco2)cc1	-8	8	-3	16*	100	6	0	98	1	-0.3
COCCCn1c(=S)[nH]c2ncccc2c1=O	-8	8	-10	0.4	103	13	-4	92	1.1	-0.6
O=C(CSc1ccc2nnc(-c3ccccc3)n2n1)N1CCCc2ccccc21	20	-20	4	2.0	97	5	4	97	0.58	-0.1
COC(=O)CN1C(=O)C(O)(CC(=O)c2ccc(Cl)cc2)c2ccccc21 (stereo unspecified)	-9	9	-4	0.6	104	-3	-7	102	0.97	-0.3
Cc1ccc(C(=O)NC(=S)NCc2cccnc2)cc1C	20	-20	-2	-0.5	106	16	-4	91	1.2	-0.4
COc1ccc(C(=O)NCc2ccc(-c3nc4ccccc4s3)cc2)cc1OC	-52	52	15	2.9	121	12	-22	94	1.7	0.1
CCOC(=O)N1CCN(C(=O)CSc2ccc(-c3ccccc3OC)nn2)CC1	-12	12	-3	0.2	93	10	6	100	0.83	-0.3
Cn1nnc2cc(C(=O)N3CCSCC3)ccc21	6	-6	-4	1.5	104	-2	-4	101	1.2	-0.4
Cc1nnc(SCCOC(N)=O)n1C	-12	39	-4	1.4	101	10	-2	97	1.1	0.4
O=C(Nc1ccc(F)cc1F)c1csc(-c2ccccc2)n1	-30	30	-3	3.5	105	4	-8	101	1.7	-0.1
O=C(Nc1cccc(Cl)c1)OCc1cn(-c2ccc(Cl)cc2)nn1	-2	2	-4	3.5	99	4	2	102	0.95	-0.1
O=C(Cc1csc(N2CCOCC2)n1)N/N=C/c1ccc(O)c(O)c1O	-10	10	5	1.7	102	-3	-6	106	1.2	0.1
COc1ccc(-c2[nH]n(-c3ccc([N+](=O)[O-])cc3)c(=O)c2C=NCC2CCCO2)cc1 (stereo unspecified)	5	-5	-10	5.7	96	13	3	93	1.1	0.1
COCc1[nH]nc2c1C(c1c(F)cccc1Cl)C(C#N)=C(N)O2 (stereo unspecified)	6	-6	3	0.1	99	0	1	102	0.62	-0.1
CN(Cc1ccc(Cl)cc1)C(=O)CCl	0	0	-5	1.4	95	3	4	102	nt	-0.1
CCOC(=O)c1nn(-c2ccc(F)cc2)c2nc(-c3ccccc3)c(C#N)c(=O)n12	12	-12	-4	8.2	97	13	4	92	0.97	0.2
Cc1c(O)ccc(NC(=O)/C=C/c2ccccc2)c1C	-22	22	-8	1.3	98	22	3	88	1.2	0.0
COCCCNC(=O)C12CCC(C)(C(=O)C1)C2(C)C (stereo unspecified)	-22	22	-6	-0.6	99	8	1	97	1.1	-0.3
COc1ccc(NC(=O)Cn2c(C)cc(=O)c3ccccc32)cc1	9	-9	-6	0.5	91	42	10	66	1.1	-0.7
O=C(NCCCN1CCCC1=O)c1ccc2c(c1)NC(=O)C(N1CCOCC1)S2 (stereo unspecified)	-12	12	-3	-0.2	106	0	-6	102	1.5	0.0

Eleven neighbouring entries already listed:
SMILES	APP 5UTR inh	APP 5'UTR act	FLuc inh counter	RAM inhibit	STAT1 act	STAT3 blocker	STAT1 blocker	STAT3 activator	NF-kB expr up	Hsp70 act
Cc1nnc(SCCOC(N)=O)n1C	-12	39	-4	1.4	101	10	-2	97	1.1	0.4
O=C(Nc1ccc(F)cc1F)c1csc(-c2ccccc2)n1	-30	30	-3	3.5	105	4	-8	101	1.7	-0.1
O=C(Nc1cccc(Cl)c1)OCc1cn(-c2ccc(Cl)cc2)nn1	-2	2	-4	3.5	99	4	2	102	0.95	-0.1
O=C(Cc1csc(N2CCOCC2)n1)N/N=C/c1ccc(O)c(O)c1O	-10	10	5	1.7	102	-3	-6	106	1.2	0.1
COc1ccc(-c2[nH]n(-c3ccc([N+](=O)[O-])cc3)c(=O)c2C=NCC2CCCO2)cc1 (stereo unspecified)	5	-5	-10	5.7	96	13	3	93	1.1	0.1
COCc1[nH]nc2c1C(c1c(F)cccc1Cl)C(C#N)=C(N)O2 (stereo unspecified)	6	-6	3	0.1	99	0	1	102	0.62	-0.1
CN(Cc1ccc(Cl)cc1)C(=O)CCl	0	0	-5	1.4	95	3	4	102	nt	-0.1
CCOC(=O)c1nn(-c2ccc(F)cc2)c2nc(-c3ccccc3)c(C#N)c(=O)n12	12	-12	-4	8.2	97	13	4	92	0.97	0.2
Cc1c(O)ccc(NC(=O)/C=C/c2ccccc2)c1C	-22	22	-8	1.3	98	22	3	88	1.2	0.0
COCCCNC(=O)C12CCC(C)(C(=O)C1)C2(C)C (stereo unspecified)	-22	22	-6	-0.6	99	8	1	97	1.1	-0.3
COc1ccc(NC(=O)Cn2c(C)cc(=O)c3ccccc32)cc1	9	-9	-6	0.5	91	42	10	66	1.1	-0.7

(continued)
SMILES	APP 5UTR inh	APP 5'UTR act	FLuc inh counter	RAM inhibit	STAT1 act	STAT3 blocker	STAT1 blocker	STAT3 activator	NF-kB expr up	Hsp70 act
Cc1nc2ccccn2c1C(=O)NCCCN1CCOCC1	-9	9	-5	0.3	92	7	9	98	0.98	-0.3
Cn1nnnc1SCC(=O)Nc1ccc(Oc2ccccc2)cc1	9	-9	-1	1.6	106	6	-6	98	1.3	-0.1
O=C(COc1ccc2ccccc2c1)NC1=NCCS1	-2	2	46	1.1	127	37	-29	73	1.4	-0.1
O=C(Nc1nnc(SCc2ccc(Cl)cc2Cl)s1)C1COc2ccccc2O1 (stereo unspecified)	-13	13	-8	4.4	109	4	-10	98	1	0.1
CCCN1C(=O)c2ccc(C(=O)NCc3ccco3)cc2C1=O	9	-9	-2	0.6	90	-2	7	103	1	0.2
CSc1nnc(C)c(=O)n1COC(=O)COc1ccc(F)cc1	13	-13	-1	0.1	104	5	-5	103	1.1	0.0
CC1(C)Cc2c(sc3[nH]c(=S)n(Cc4ccccc4)c(=O)c23)CO1	-25	25	-6	5.0	98	4	2	98	0.82	0.1
CCCC(=O)N1CCN(C2=NS(=O)(=O)c3ccccc32)CC1	-67	108	-1	4.6	105	-6	-7	110	1.2	0.2
COCCCNC(=S)Nc1ccc(N2CCCCC2)cc1	0	0	0	0.4	108	-3	-9	104	1	-0.3
Cc1ccsc1/C=c1\sc2ncnn2c1=O	2	-2	-1	6.3	100	5	-1	101	0.97	-0.4
O=[N+]([O-])c1cccc(C2=NCCS2)c1	-2	2	-1	2.3	91	5	10	99	0.92	-0.3
CC(C)c1cc(CN2CCN(CCC#N)CC2)cc(C(C)C)c1O	-4	4	-8	3.1	99	3	1	101	0.99	-0.4
